# L3MBTL1 inh – blocks human L3MBTL1. AlphaScreen L3MBTL1–H3K9me1 peptide binding. Potency, µM (top dose mostly 57.1 µM), for the others: top-dose activity, negative = inhibition, actives largely listed as inhibitors. 230,000 compounds, 0.66% hits. AID 485360; active = well fitted inhibition curve with a large enough effect; inconclusive = small, poorly fitted or top-dose-only effect; inactive = no such curve, though single readings can be large or run the other way; also: nearly all actives have a fitted effect of over 60% in size
# Target sequence (Q9Y468 whole entry, looked up): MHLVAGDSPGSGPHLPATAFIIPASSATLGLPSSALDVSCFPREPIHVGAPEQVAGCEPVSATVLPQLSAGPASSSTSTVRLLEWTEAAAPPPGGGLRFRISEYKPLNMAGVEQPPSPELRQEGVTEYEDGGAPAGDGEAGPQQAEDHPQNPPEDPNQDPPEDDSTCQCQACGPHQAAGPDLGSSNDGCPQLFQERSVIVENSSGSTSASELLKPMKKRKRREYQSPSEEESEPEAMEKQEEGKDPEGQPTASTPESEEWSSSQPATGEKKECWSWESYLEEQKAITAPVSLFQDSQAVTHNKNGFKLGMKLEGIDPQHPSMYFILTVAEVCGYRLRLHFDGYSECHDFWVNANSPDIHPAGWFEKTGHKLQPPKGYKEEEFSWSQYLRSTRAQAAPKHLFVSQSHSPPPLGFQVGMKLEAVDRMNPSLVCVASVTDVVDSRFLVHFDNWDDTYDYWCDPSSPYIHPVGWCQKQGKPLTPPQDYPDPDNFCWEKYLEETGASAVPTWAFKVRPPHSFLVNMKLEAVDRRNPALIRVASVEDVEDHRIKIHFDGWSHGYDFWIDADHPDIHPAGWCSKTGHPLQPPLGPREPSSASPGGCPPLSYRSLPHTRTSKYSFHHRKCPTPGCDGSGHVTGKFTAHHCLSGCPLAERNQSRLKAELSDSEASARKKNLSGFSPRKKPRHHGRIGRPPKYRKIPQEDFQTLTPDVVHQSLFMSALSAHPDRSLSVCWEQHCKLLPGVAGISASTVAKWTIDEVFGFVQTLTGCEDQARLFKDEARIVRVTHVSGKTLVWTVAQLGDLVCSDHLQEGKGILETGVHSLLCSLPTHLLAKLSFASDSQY
#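 AlphaScreen assay: L3MBTL1 (50 nM final) was preincubated 30 min at room temperature with biotinylated H3(1-15)K9me1 peptide (75 nM final), then 30 min with library compounds; streptavidin donor and nickel chelate acceptor beads (10 ug/mL final) added, 30 min dark.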
# * = called active by the depositor; ? = inconclusive; [ ] = dose if it differs, or a comment. % is scaled to controls: 0 for no effect and ±100 for the full control effect; potency is read from the fitted curve at half-maximal effect. Only part of the results is shown; count on the stated rates, not on these rows.
SMILES,L3MBTL1 inh
CC(=O)c1ccc(OCCCC(=O)Nc2nnc(C3CC3)s2)cc1,-8%
COC(=O)C1=C(C)N(Cc2ccccc2)C(=S)N[C@H]1c1cccc(F)c1,-11%
COc1ccc(-c2sc3cc(OC)c(OC)cc3c2-c2ccc(O)cc2)cc1,-7%
C[C@H]1CN([C@@H](C)CO)C(=O)c2cc(NC(=O)C3CCCCC3)ccc2O[C@H]1CN(C)Cc1ccc(-c2ccccc2)cc1,-5%
O=C(NCCS(=O)(=O)N1CCN(c2ccccc2)CC1)C1CCCC1,0%
Cc1ccc(Oc2ccc(NC(=O)C3=CC=CN4CCS(=O)(=O)N=C34)cc2)cc1,-2%
Cc1ccc(N(Cc2ccccc2)C(=O)c2ccc(S(=O)(=O)N3CCOCC3)cc2)cc1,-2%
CCN(c1ccccc1)S(=O)(=O)c1ccc(OC)c(NC(=O)Cc2ccc(F)cc2)c1,-1%
Cc1cc(SCC(=O)OCC(=O)N(C)c2ccccc2)nc2ccccc12,-1%
CCN(CC(=O)NCc1cccs1)C(=O)c1ccc(S(=O)(=O)Nc2ccccc2)cc1,-1%
Cc1cccc(NC(=O)CSCC(=O)N(C)CCOc2ccc(Cl)cc2)c1,0%
COc1cc(NC(=O)c2ccccc2)c(OC)cc1NC(=O)CN1C(=O)NC2(CCCCC2)C1=O,-9%

# Among those listed so far, these contain a thiophene ring, fused or not.
SMILES,L3MBTL1 inh
COc1ccc(-c2sc3cc(OC)c(OC)cc3c2-c2ccc(O)cc2)cc1,-7%
CCN(CC(=O)NCc1cccs1)C(=O)c1ccc(S(=O)(=O)Nc2ccccc2)cc1,-1%

# More entries follow.
SMILES,L3MBTL1 inh
COc1ccc(CCNC(=O)C(=O)NCC2OCCN2S(=O)(=O)c2ccc(OC)cc2)cc1 (centres undefined),12%
CCN(CC)S(=O)(=O)c1ccc(C)c(NC(=O)COC(=O)CN2C(=O)NC(C)(C)C2=O)c1,-9%
CC(OC(=O)Cn1[nH]c(=O)c2ccccc2c1=O)C(=O)Nc1ccccc1[N+](=O)[O-] (centres undefined),6%
N#Cc1c(-c2ccc(Cl)cc2)cc(-c2ccccc2)nc1SCC(=O)O,1%
Cc1ccc(CNC(=O)C(=O)NCC2CCCN2S(=O)(=O)c2cccs2)cc1 (centres undefined),2%
CC1CCCN(S(=O)(=O)c2cccc(C(=O)NCC3CCCO3)c2)C1 (centres undefined),4%
Cc1ccc(S(=O)(=O)N(C)c2ccc(OC(=O)CN3C(=O)NC4(CCCC4)C3=O)cc2)cc1,4%
O=C(N/C=C/c1ccccc1)c1ccccc1,0%
C=C(C(=O)Oc1ccccc1C(C)(C)C)c1ccccc1,10%
C#CCOCCOCCOCCNc1nc(N2CCN(C(=O)C([C@@H](C)O)n3cc([C@@H](N)CCCCN)nn3)CC2)nc(N2CCN(C(=O)C([C@@H](C)O)n3cc([C@@H](N)CCCCN)nn3)CC2)n1 (some centres undefined),3%
COc1cc(CCCN2CCNC[C@@H]2c2ccccc2)cc(OC)c1OC,0%
CN(CC(=O)Nc1ccc(Cl)cc1)C(=O)c1ccc(S(=O)(=O)Nc2ccccc2)cc1,10%
Cc1ccc(OCCC(=O)OCC(=O)NC(=O)c2ccccc2)cc1,13%
O=C(OCc1cc(=O)n2ccsc2n1)c1ccc(O)cc1O,-12%
CN(Cc1cccs1)C(=O)c1ccc(Cl)c(S(=O)(=O)N2CCCCCC2)c1,2%
NC(=O)CC(NC(=O)c1ccc(Br)cc1)c1ccc(NC2CCCCCC2)c([N+](=O)[O-])c1 (centres undefined),-2%
Cc1ccc(NC(=O)COC(=O)c2ccc(=O)n(Cc3ccccc3)n2)cc1F,0%
CN(Cc1ccccc1)C(=O)c1ccc(NC2=NC3CS(=O)(=O)CC3S2)cc1 (centres undefined),0%
Cc1ccc(OCC(=O)N2CCCCCCC2)cc1,3%
CC(C)(C)c1ccccc1NC(=O)c1cc(-c2ccncc2)nc2ccccc12,-4%
C=CCn1c(SCC(=O)N(C(C)CC)C2CCS(=O)(=O)C2)nc2ccccc2c1=O (centres undefined),-2%
CS(=O)(=O)c1ccc2nc(NC(=O)CCNC(=O)c3ccccc3Cl)sc2c1,-8%
O=C(CCSc1ccccc1)NNC(=O)c1ccccc1F,1%
CNS(=O)(=O)c1cccc(C(=O)OCC(=O)N2c3ccccc3NC(=O)C2(C)C)c1,-12%
COc1ccc(C2=Nn3c(nnc3-c3ccccc3OC)SC2)cc1OCC1CC1,-6%
COc1ccc(CCNS(=O)(=O)CCNC(=O)c2ccc(OC)cc2)cc1,-1%
COc1cccc(N2CCN(CC(=O)N3CCN(S(=O)(=O)c4ccc(Cl)cc4)CC3)CC2)c1,2%
CC(=O)N1CCN(C(=O)COC(=O)c2oc3ccccc3c2C)CC1,12%
Cc1ccc(NC(=O)C2COc3ccccc3O2)cc1S(=O)(=O)N1CCCCC1 (centres undefined),-3%
CCCN(CC(=O)NC(=O)NC1CCCCC1)CC(=O)Nc1cc(Cl)ccc1Cl,-1%
Cc1cc(C)c(NC(=O)COC(=O)C2=COCCO2)c(Cl)c1,-8%
Cc1ccc(S(=O)(=O)N2CCOCC2)cc1C(=O)OCC(=O)NC1CCCC(C)C1C (centres undefined),1%
Fc1ccc2cc(-c3ccsc3)ncc2c1,19%
NC(=O)C1CCN(S(=O)(=O)c2cc3c4c(c2)CCN4C(=O)CC3)CC1,3%
Cc1onc(-c2ccccc2)c1C(=O)OCc1nnc(-c2ccccc2)o1,-2%
COc1ccccc1C(=O)NC(=O)COc1cc(Cl)ccc1Cl,1%

# A second format for two compounds above.
Structure: Cc1onc(-c2ccccc2)c1C(=O)OCc1nnc(-c2ccccc2)o1
  L3MBTL1 inh: -2%

Structure: COc1ccccc1C(=O)NC(=O)COc1cc(Cl)ccc1Cl
  L3MBTL1 inh: 1%

# The list continues:
SMILES,L3MBTL1 inh
CCCCN(C(=O)CSc1nnc(-c2ccc(Cl)cc2)o1)c1c(N)n(CC(C)C)c(=O)[nH]c1=O,36%[activator]
O=C(O)CC(Cc1ccc(Cl)cc1)C(=O)Nc1cc(Cl)ccc1Cl (centres undefined),37%[activator][2.29 µM]
C[C@H](NC(=O)c1ccccc1)C(=O)OCC(=O)Nc1sccc1C(N)=O,-6%
O=C1NC(=Nc2ccccc2Cl)S/C1=C\c1cccc([N+](=O)[O-])c1,-9%
Cc1ccc(CC(NC(=O)C2CCCCC2)C(=O)O)cc1 (centres undefined),0%
Cc1ccc(NC(=O)CCCNC(=O)c2ccc(Cl)cc2)cc1S(=O)(=O)N1CCCCC1,-5%
CC1CC(C)CN(S(=O)(=O)c2ccc3c(c2)NC(=O)C(C)C(=O)N3)C1 (centres undefined),-4%
COC(=O)[C@@]12CCCCN1[C@H](c1ccc(-c3ccc(OC)cc3)cc1)[C@H]1C(=O)N(C)C(=O)[C@H]12,5%
CCOC(=O)c1ccc(NS(=O)(=O)c2c(C)nc3sccn3c2=O)cc1,5%
Cc1ccc(N/C=C/C(=O)c2ccccc2)cc1Br,-2%[2.29 µM]
Cc1noc(C)c1C(=O)Nc1nc(-c2ccc(F)c(F)c2)cs1,2%
Cc1ccc(NC(=O)CN(C)C(=O)C(C)OC(=O)c2ccccc2NCCO)cc1 (centres undefined),6%
O=C(CN1C(=O)NC2(CCCCC2)C1=O)Nc1ccccc1N1CCCCC1,2%
COc1ccc2nc3n(c(=O)c2c1)-c1cc(Cl)ccc1C(=O)NC3Cc1ccccc1 (centres undefined),-6%
O=C(NCCc1ccccc1)C(=O)c1c[nH]c2ccccc12,-1%
CC(=O)Nc1nc2cc(C(N)=O)ccc2s1,2%
CCOc1ccc(Cc2nnc(SCC(=O)Nc3ccc(OC)cc3)n(N)c2=O)cc1,9%
Cc1ccc(C)c(NS(=O)(=O)c2c(C)nc3sccn3c2=O)c1,6%
COc1ccccc1NS(=O)(=O)c1cccc(C(=O)N2CCCC2)c1,4%
COc1ccc(CC(=O)Nc2ccc(S(=O)(=O)N3CCCC3)cc2)cc1OC,2%
Cc1ccc(C)c2sc(N3CCN(C(=O)c4ccc([N+](=O)[O-])o4)CC3)nc12,-4%
Cc1ccc(C)n1-c1nnc(N2CCC(C(=O)NCCCN3CCN(C)CC3)CC2)s1,2%
CC1CN(C(=O)c2cc3ccccc3cc2O)CC(C)O1 (centres undefined),1%
Cn1ccnc1COc1ccc(/C=N/O)cc1,-2%
CCC(CC)NC(=O)C1CCN(c2ccc(S(=O)(=O)N3CCOCC3)cc2[N+](=O)[O-])CC1,-4%
Clc1ccc(-c2cnnc(-c3ccccn3)n2)cc1,3.2µM*
O=C(COC(=O)CN1C(=O)NC2(CCCC2)C1=O)NCc1ccc(Cl)cc1Cl,1%
N#Cc1cccc(S(=O)(=O)NCCOc2ccccc2F)c1,8%
O=C(NCCOc1ccccc1)c1cc([N+](=O)[O-])ccc1N1CCOCC1,4%
CCN(C(=O)c1ccc(Cl)c(S(=O)(=O)Nc2c(C)n(C)n(-c3ccccc3)c2=O)c1)c1ccccc1,1%
O=C(CC(=O)Nc1cccc(F)c1)Nc1cccc(F)c1,3%
Cc1c(C(c2ccccc2)c2c(C)n(C)n(-c3ccccc3)c2=O)c(=O)n(-c2ccccc2)n1C,-4%
Cc1cccc(C(=O)OC(C)C(=O)Nc2ccc(S(=O)(=O)Nc3ncccn3)cc2)c1C (centres undefined),-2%
Cc1ccc(NC(=O)COC(=O)c2ccc(Cl)nc2)cc1S(=O)(=O)N1CCCCC1,-9%
CN(CC(=O)Nc1cccc(F)c1)C(=O)CSc1ccc(Br)cc1,5%
O=C(COC(=O)/C=C/c1cccc(C(F)(F)F)c1)NCc1ccco1,4%

# A section from further up:
SMILES,L3MBTL1 inh
O=C(CN1C(=O)NC2(CCCCC2)C1=O)Nc1ccccc1N1CCCCC1,2%
COc1ccc2nc3n(c(=O)c2c1)-c1cc(Cl)ccc1C(=O)NC3Cc1ccccc1 (centres undefined),-6%
O=C(NCCc1ccccc1)C(=O)c1c[nH]c2ccccc12,-1%
CC(=O)Nc1nc2cc(C(N)=O)ccc2s1,2%
CCOc1ccc(Cc2nnc(SCC(=O)Nc3ccc(OC)cc3)n(N)c2=O)cc1,9%
Cc1ccc(C)c(NS(=O)(=O)c2c(C)nc3sccn3c2=O)c1,6%
COc1ccccc1NS(=O)(=O)c1cccc(C(=O)N2CCCC2)c1,4%
COc1ccc(CC(=O)Nc2ccc(S(=O)(=O)N3CCCC3)cc2)cc1OC,2%
Cc1ccc(C)c2sc(N3CCN(C(=O)c4ccc([N+](=O)[O-])o4)CC3)nc12,-4%
Cc1ccc(C)n1-c1nnc(N2CCC(C(=O)NCCCN3CCN(C)CC3)CC2)s1,2%
CC1CN(C(=O)c2cc3ccccc3cc2O)CC(C)O1 (centres undefined),1%
Cn1ccnc1COc1ccc(/C=N/O)cc1,-2%
CCC(CC)NC(=O)C1CCN(c2ccc(S(=O)(=O)N3CCOCC3)cc2[N+](=O)[O-])CC1,-4%
Clc1ccc(-c2cnnc(-c3ccccn3)n2)cc1,3.2µM*
O=C(COC(=O)CN1C(=O)NC2(CCCC2)C1=O)NCc1ccc(Cl)cc1Cl,1%
N#Cc1cccc(S(=O)(=O)NCCOc2ccccc2F)c1,8%
O=C(NCCOc1ccccc1)c1cc([N+](=O)[O-])ccc1N1CCOCC1,4%
CCN(C(=O)c1ccc(Cl)c(S(=O)(=O)Nc2c(C)n(C)n(-c3ccccc3)c2=O)c1)c1ccccc1,1%
O=C(CC(=O)Nc1cccc(F)c1)Nc1cccc(F)c1,3%
Cc1c(C(c2ccccc2)c2c(C)n(C)n(-c3ccccc3)c2=O)c(=O)n(-c2ccccc2)n1C,-4%
Cc1cccc(C(=O)OC(C)C(=O)Nc2ccc(S(=O)(=O)Nc3ncccn3)cc2)c1C (centres undefined),-2%
Cc1ccc(NC(=O)COC(=O)c2ccc(Cl)nc2)cc1S(=O)(=O)N1CCCCC1,-9%
CN(CC(=O)Nc1cccc(F)c1)C(=O)CSc1ccc(Br)cc1,5%
O=C(COC(=O)/C=C/c1cccc(C(F)(F)F)c1)NCc1ccco1,4%

# The list goes on:
SMILES,L3MBTL1 inh
Cc1onc(-c2c(F)cccc2Cl)c1C(=O)OCC(=O)NCc1ccccc1,5%
Cc1ccc(S(=O)(=O)N(C)C)cc1NC(=O)COC(=O)C1CC1,4%
CC(=O)Oc1ccc(C(=O)NC(C)CCc2ccccc2)cc1 (centres undefined),-3%
Cn1c(SCC(=O)Nc2ccc3c(c2)CCC3)nnc1C1CC1,0%
Cn1c(=O)c(C(=O)NCc2ccccc2Cl)c(O)c2ccccc21,2%
CCOc1ccc(C(=O)CC(C(=O)O)N2CCN(Cc3ccccc3)CC2)cc1 (centres undefined),0%
NC(=O)c1ccccc1NC(=O)Cc1cccs1,12%
CC(C)N(Cc1ccccc1)C(=O)COc1ccccc1,5%
O=C(COc1cc(F)ccc1[N+](=O)[O-])Nc1cc(S(=O)(=O)N2CCCC2)ccc1Cl,-4%
COCCN(C(=O)CSc1nnc(-c2cccc(F)c2)n1N)c1c(N)n(Cc2ccccc2)c(=O)[nH]c1=O,2%
CC(C)(O)c1[nH]c2ccc(C#N)cc2c1C(C)(C)O,?

# High-throughput results: PubChem BioAssay, National Center for Advancing Translational Sciences (NCATS)
